Assay outcomes: PubChem BioAssay, National Center for Advancing Translational Sciences (NCATS)
Pol kappa inh: qHTS for Inhibitors of Polymerase Kappa; DNA polymerase kappa (Homo sapiens), Q9UBT6; purified Pol kappa, fluorescent DNA synthesis assay, 10 min; Potency, µM (titrated, usually from 107 µM), for the others: at the highest dose activity, negative = inhibition, actives largely listed as inhibitors; hit rate 0.53% among 400,000; also: potency is read from the fitted curve at half-maximal effect; % is scaled to controls: 0 for no effect and ±100 for the full control effect
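Pol kappa 10 nM + cpd, 15 min RT; start w/ substrate 50 nM final; fluorescence kinetic read, 0 and 10 min. Neg ctrl: buffer, no enzyme.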
Pol beta inh: qHTS Assay for Inhibitors of DNA Polymerase Beta | Potency, µM (titrated, usually from 114 µM), inactives show top-dose activity change, negative = inhibition, actives largely listed as inhibitors | AID 485314, 2010 | hit rate 1.3% among 340,000 | Pol beta primer extension/strand displacement, fluorescence kinetic; also: potency is read from the fitted curve at half-maximal effect; % is scaled to controls: 0 for no effect and ±100 for the full control effect
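10 nM enzyme + cpd, 15 min RT; start with substrate 50 nM final; read 0 min and after 10 min RT. Corrected, normalized data; 4-parameter Hill curve fit.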
LDHA inh: qHTS assay for inhibitors of human lactate dehydrogenase. purified LDHA, NADH/diaphorase-resazurin fluorescence; hits give low values. AID 1347041, 2019. L-lactate dehydrogenase A chain (Homo sapiens), P00338. hit rate 0.15% among 480,000. activity change, % (values are at about 110 or 230 µM); in the data active = activity change below about -30%; inconclusive = mostly about -25% to -30%;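 also: plate controls were DMSO wells for no effect and wells without enzyme for full effect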
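Human LDH5 (2 nM) was incubated with 0.06 mM NADH and 0.2 mM pyruvate for 5 min at room temperature in Tris pH 7.4. Remaining NADH was coupled through diaphorase/resazurin, and resorufin fluorescence was read at 0 and 20 min.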
POLH inh: qHTS for Inhibitors of Polymerase Eta; DNA polymerase eta (Homo sapiens), Q9Y253; recombinant Pol eta, fluorescent DNA replication assay; Potency, µM (doses to about 114 µM), for inactives: at the highest dose activity change, negative = inhibition, hits mostly inhibitors; hit rate 1.2% among 390,000; AID 588591, 2011; also: potency is read from the fitted curve at half-maximal effect; % is scaled to controls: 0 for no effect and ±100 for the full control effect
Target sequence (Q9Y253 whole entry, looked up): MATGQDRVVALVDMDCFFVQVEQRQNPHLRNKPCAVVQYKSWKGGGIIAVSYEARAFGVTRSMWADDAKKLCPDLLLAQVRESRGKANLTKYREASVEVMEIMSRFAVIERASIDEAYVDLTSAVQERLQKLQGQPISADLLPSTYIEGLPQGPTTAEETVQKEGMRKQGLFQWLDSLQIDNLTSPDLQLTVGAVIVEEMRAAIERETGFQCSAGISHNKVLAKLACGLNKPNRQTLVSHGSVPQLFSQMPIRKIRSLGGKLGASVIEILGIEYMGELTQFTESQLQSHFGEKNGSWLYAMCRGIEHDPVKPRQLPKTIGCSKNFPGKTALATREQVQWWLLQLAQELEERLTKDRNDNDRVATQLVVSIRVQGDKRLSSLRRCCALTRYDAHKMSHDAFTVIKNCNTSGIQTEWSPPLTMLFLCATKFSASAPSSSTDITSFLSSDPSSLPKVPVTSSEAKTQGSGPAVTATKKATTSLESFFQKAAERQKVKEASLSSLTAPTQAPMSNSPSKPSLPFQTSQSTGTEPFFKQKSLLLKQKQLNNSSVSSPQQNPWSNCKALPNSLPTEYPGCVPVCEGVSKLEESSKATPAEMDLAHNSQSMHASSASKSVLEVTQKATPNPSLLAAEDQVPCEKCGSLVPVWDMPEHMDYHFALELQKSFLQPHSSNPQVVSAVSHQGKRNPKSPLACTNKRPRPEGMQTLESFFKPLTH
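Fluorescent replication assay: 50 nM final substrate added after a 15 min room-temperature compound preincubation with 10 nM enzyme. Signal taken at 0 min and again at 10 min.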
Anesthetic bind: qHTS Assay for Identification of Novel General Anesthetics. Ferritin light chain (Equus caballus), P02791. apoferritin/1-aminoanthracene competitive binding, fluorescence. Potency, µM (series often up to 77.5 µM), inactives show at the top dose activity change, negative = displacement, actives largely listed as inhibitors. hit rate 0.074% among 350,000. AID 485281, 2010; also: potency is read from the fitted curve at half-maximal effect; % is scaled to controls: 0 for no effect and ±100 for the full control effect; nearly all actives have a fitted effect of over 20% in size
Target sequence (P02791 2-175 limits assumed): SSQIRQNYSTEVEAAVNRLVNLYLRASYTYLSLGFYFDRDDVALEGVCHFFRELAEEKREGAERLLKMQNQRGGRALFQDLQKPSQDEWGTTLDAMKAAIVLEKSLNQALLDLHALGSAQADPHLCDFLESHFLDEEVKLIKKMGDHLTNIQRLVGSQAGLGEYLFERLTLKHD
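10 uM apoferritin + 50% sat. 1-AMA, PBS; cpd 10 min RT; Ex380/Em535 endpoint; normalized to free probe vs complex; 4-param Hill fit; propofol titration as pos. ctrl.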
RGS4 inh: Inhibitors of Regulator of G Protein Signaling (RGS) 4: qHTS | hit rate 0.039% among 390,000 | Transcreener GDP fluorescence polarization, RGS4-accelerated GTP hydrolysis | Potency, µM (highest dose often 114 µM), for inactives: top-dose activity change, negative = inhibition, most hits filed as inhibitors | AID 504845, 2011; also: potency is read from the fitted curve at half-maximal effect; % is scaled to controls: 0 for no effect and ±100 for the full control effect; nearly all actives have a fitted effect of over 75% in size; some results filed as inactive show a strong effect at the top dose
Target sequence (P49798 whole entry, looked up): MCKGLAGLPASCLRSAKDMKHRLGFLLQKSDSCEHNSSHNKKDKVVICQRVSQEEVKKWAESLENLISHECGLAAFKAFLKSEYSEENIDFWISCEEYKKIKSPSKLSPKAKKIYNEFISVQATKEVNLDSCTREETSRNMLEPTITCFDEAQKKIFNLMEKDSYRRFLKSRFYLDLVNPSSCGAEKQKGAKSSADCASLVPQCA
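MLSMR compounds (23 nl, pin-transferred) preincubated 10 min at room temperature with a 500nM (2x) first reagent, then RGS4 at 900nM (2x) plus Transcreener GDP mix added; fluorescence polarization (620/688 nm) read before and after 90 min at 30 °C.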
12-LOX inh: Primary qHTS assay for inhibitors of human arachidonate 12S-lipoxygenase (ALOX12): Round 2; Polyunsaturated fatty acid lipoxygenase ALOX12 (Homo sapiens), P18054; purified 12hLO, xylenol orange hydroperoxide absorbance; Potency, µM (top dose mostly 108 µM), inactives show at the top dose activity change, negative = inhibition, actives largely listed as inhibitors; hit rate 1.1% among 580,000; also: potency is read from the fitted curve at half-maximal effect; % is scaled to controls: 0 for no effect and ±100 for the full control effect
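Purified human 12hLO at 150 nM in 25 mM Hepes, 0.01% Triton X-100, pH 7.0, preincubated 15 min at room temperature with compound. Reaction started with 40 uM arachidonic acid, 30 min at room temperature. Hydroperoxide measured by Fe-xylenol orange, 573/405 nm absorbance ratio.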
APE1 inh: qHTS Assay for Inhibitors of the Human Apurinic/apyrimidinic Endonuclease 1 (APE1) | DNA repair nuclease/redox regulator APEX1 (Homo sapiens), P27695 | recombinant APE1, TAMRA/BHQ-2 abasic DNA cleavage fluorescence | Potency, µM (top dose mostly 65.8 µM), for inactives: top-dose activity change, negative = inhibition, most hits filed as inhibitors | hit rate 0.35% among 350,000 | AID 2517, 2012;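 also: potency is read from the fitted curve at half-maximal effect; plate controls were vehicle for no effect and reference inhibitor for full effect; nearly all actives have a fitted effect of over 55% in size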
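APE1 at 0.75 nM final was preincubated with compound 15 min at room temperature, then 50 nM double-stranded THF abasic-site substrate (5'-TAMRA/3'-BHQ-2) was added. Fluorescence (ex 525/em 598 nm) was read kinetically; third-minus-first read gave activity.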
ERG Ets-DNA blk: qHTS for Small Molecule Inhibitors of the ERG Ets/DNA interaction; Transcriptional regulator ERG (Homo sapiens), P11308; fluorescence polarization, His-ERG Ets domain / labelled DNA; Potency, µM (series often up to 76.9 µM), for the others: top-dose FP activity, negative = inhibition, hits mostly inhibitors; hit rate 0.028% among 370,000; AID 624246, 2012; active = well fitted inhibition curve with a large enough effect in the polarisation, with a control signal flat; inconclusive = small, poorly fitted or top-dose-only effect, or effect the other way, or a change in a side signal; inactive = no such curve, though single readings can be large or run the other way; the % refers to the polarisation;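 also: polarization taken with two DNA probes labelled with fluorescein and Texas red; potency is read from the fitted curve at half-maximal effect; % of control where 0% means no effect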
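His-tagged ERG Ets domain (1 uM in the protein solution; 300mM KCl, 50mM Tris-HCl, 1mM EDTA, 1mM DTT, pH 7.5) received compound, then a probe mix of 5 nM fluorescein-DNA and 100nM Texas-615-DNA. Fluorescence polarization was read for both dyes.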
* marks the source's active call; other numbers are inactive results; u = inconclusive; x = no result given; & = joins results of further samples; [ ] = remark or other dose. Unless noted, calls follow the shape of the dose curve; as a rule, active = well fitted curve in the direction sought with a large enough effect; inconclusive = small, poorly fitted or top-dose-only effect, or another doubt; inactive = no such curve, though single readings can be large; an effect the other way counts as inactive or inconclusive. Only part of the results is shown. The share of hits here may be higher or lower than overall.

SMILES	Pol kappa inh	Pol beta inh	LDHA inh	POLH inh	Anesthetic bind	RGS4 inh	12-LOX inh	APE1 inh	ERG Ets-DNA blk
NC(=O)C1(C(N)=O)OC1c1ccc(Cl)cc1Cl (centres undefined)	-4%	28%	-3	u	-1%	-32%[11.4 µM]	-1%	-1%	-9%
Cc1ccc(C)c(S(=O)(=O)Nc2ccc(-n3cnnn3)cc2)c1	-15%	x	-5	2%	x	8%	x	-8%	-3%
COc1ccccc1-c1cc(C(F)(F)F)nc(S(=O)(=O)CCCC(=O)Nc2cc(C)ccc2O)n1	-7%	15%	-11	12%	-21%	-16%	u	x	-14%
COc1cccc(NC(=O)C(C#N)Cc2ccncc2)c1 (centres undefined)	-17%	2%	-3	-5%	-13%	12%	-4%	2%	-4%
CCNC(=O)c1sc(=S)n(-c2ccc(C)cc2)c1N	-8%	-2%	-9	-14%	-13%	-52%	u	4%	3%
CCOc1ccc(NC(=O)N2CCC(NC(=O)c3ccco3)CC2)cc1	-6%	8%	2	-10%	-8%	9%	11%	10%	9%
O=C(c1cccnc1)N1CCN(CCCc2ccccc2)CC1	-2%	13%	-19	-3%	-21%	-12%	u	3%	x
O=C(c1cc2ccccc2o1)N1CCN(c2cccc(Cl)c2)CC1	-3%	23%	-2	-4%	-7%	5%	-4%	0%	-2%
Cc1ccc(C)c(N(C(=O)CNC(=O)c2ccco2)C(C(=O)NC2CCCCC2)c2cccnc2)c1 (centres undefined)	-15%	16%	-4	-10%	7%	-10%	0%	42%[activator]	-33%
Cc1ccc(-c2nc(C)c(C(=O)O)s2)cc1	-9%	16%	-5	-3%	-8%	-5%	u	-2%	-20%
Nc1nnn(Cc2ccccc2)n1	-6%	20%	-3	6%	-6%	-28%	2%	0%	-3%
O=C(/C=C/c1cccc(F)c1)N(c1ccccn1)C1CCCCC1	5%[60.1 µM]	0%[57.1 µM]	-2	u	-6%	-1%	-11%	0%	-6%
O=C(NCc1ccco1)C(=O)c1cn(CC(=O)N2CCCCCC2)c2ccccc12	-27%	-17%	-3	-7%	u	-3%	8%	0%	-12%
Cc1cccc(NC(=S)Nc2c(C)n(C)n(-c3ccccc3)c2=O)c1C	4%	1%	-6	-12%	2%	-29%	-19%	-4%	5%
Cc1ccc(C(=O)CSc2ccc(-c3ccncc3)nn2)cc1	-7%	-14%	-5	-13%	-1%	-12%	1%	18%	-7%
O=C(c1ccccc1)N1CCCCC1CCN1CCCCC1 (centres undefined)	-12%	59%	-7	-11%	2%	10%	-29%	x	-1%
Cc1nc(N=Nc2cc([N+](=O)[O-])ccc2Cl)c(COP(=O)(O)O)c(C=O)c1O	27µM*	x	x	x	-19%	x	11µM*	35µM*	x
CC(=O)Nc1ccc(C(=O)N/C(=C/c2ccccc2)C(=O)Nc2cccc(C(=O)O)c2)cc1	-9%	32%	-14	-11%	-3%	3%	u	16%	-3%
C[C@H](NC(=O)c1ccccc1Cl)C(=O)NCc1cccs1	-4%	18%	-3	-24%	-1%	-12%[56.9 µM]	-28%	-7%	-2%
CCC(CC)c1nnc(NC(=O)C2=COCCO2)s1	8%	x	0	-21%	x	-9%	16%	49%[activator]	-2%
CCCOc1ccc(NC(=O)CC2C(=O)N(Cc3ccccc3)C(=S)N2Cc2cccs2)cc1 (centres undefined)	-4%	-11%	-2	-6%	-5%	-1%	-18%	3%	0%
Cc1cc(Cl)c(C)c(S(=O)(=O)N2CCN(C(=O)C3CCCO3)CC2)c1Cl (centres undefined)	-15%	x	-3	-7%	x	9%	2%	9%	-1%
CC(C)CCN1CCNC(=O)C1CC(=O)NCCCN1CCOCC1 (centres undefined)	-3%	-2%	-4	-7%	4%	28%	7%	-7%	6%
CCCCc1nc(NCc2ccccc2)c(C#N)c2c1CCCC2	0%	2%	2	-27%	-4%	-2%	1%	1%	12%
CCC12CN(C(=O)c3ccc(C)cc3)CC(CC)(CN(C(=O)c3ccc(C)cc3)C1)C2=O	-19%	1%	-7	-2%	-10%	-13%	0%	1%	x

Grouped by structure: the compounds so far containing an aryl methoxy group (2)
SMILES	Pol kappa inh	Pol beta inh	LDHA inh	POLH inh	Anesthetic bind	RGS4 inh	12-LOX inh	APE1 inh	ERG Ets-DNA blk
COc1ccccc1-c1cc(C(F)(F)F)nc(S(=O)(=O)CCCC(=O)Nc2cc(C)ccc2O)n1	-7%	15%	-11	12%	-21%	-16%	u	x	-14%
COc1cccc(NC(=O)C(C#N)Cc2ccncc2)c1 (centres undefined)	-17%	2%	-3	-5%	-13%	12%	-4%	2%	-4%

Additional structures follow:
SMILES	Pol kappa inh	Pol beta inh	LDHA inh	POLH inh	Anesthetic bind	RGS4 inh	12-LOX inh	APE1 inh	ERG Ets-DNA blk
CCOCc1nnc(NC(=O)c2cc(C(=O)OC)cc([N+](=O)[O-])c2)s1	0%	0%	-3	-19%	-3%	u	1%	-5%	-6%
CCOC(=O)CNS(=O)(=O)c1cc(-c2n[nH]c(=O)c3ccccc23)ccc1C	0%	-1%	-3&-3	-20%	-13%	-8%	0%[57.4 µM]	2%	0%
CCCCSc1ncnc2[nH]ncc12	20%	-1%	-1	-8%	1%	15%	0%	20%	5%
Cc1nc(NC(=O)CSc2nnc(C)n2CC2CCCO2)sc1C (centres undefined)	-5%	0%	-8	3%	-7%	5%	-14%	-3%	-4%
CCOC(=O)c1[nH]cc(-c2ccccc2)c1N1CCOCC1	-16%	-7%	-4	-4%	0%	u	u	-5%	4%
O=C(CNc1n[nH]c(=O)[nH]c1=O)N/N=C/C=C/c1ccccc1	-3%	0%	-3	-20%	-7%	3%	u	0%	12%
COc1cccc(CNC(=O)CN2C(=O)NC(Cc3ccccc3)(c3ccccc3)C2=O)c1 (centres undefined)	-14%	x	-6	u	x	7%	428%[activator]	-1%	-6%
Cc1ccc(SC(C)c2nc(-c3ccccc3)no2)cc1 (centres undefined)	-14%	-20%	-4	-1%	-7%	10%	0%	1%	3%
Cc1ccc(N(C)S(=O)(=O)c2cccc(C(=O)Nc3ccc(N4CCOCC4)cc3)c2)cc1	-7%	x	5	-1%	x	-10%	u	-9%	-5%
CCn1c(SCC(=O)c2c(N)n(C3CC3)c(=O)[nH]c2=O)nnc1-c1ccccc1OC	-8%	x	1	-7%	x	-8%	u	9%	13%
O=S(=O)(Nc1ccc(O)cc1)c1cccc2cccnc12	-15%	1%	-1	-17%	-3%	u	-11%	-4%	-2%
O=C(c1cccs1)N1CCc2ccccc2C1	-10%	10%	1	-9%	-5%	-13%	u	-7%	0%
O=C(c1cc2c(s1)-c1ccccc1S(=O)(=O)C2)N1CCN(Cc2ccccc2)CC1	-1%	14%	-2	-11%	-3%	-4%	0%[57.4 µM]	8%	0%
O=C(CCc1nnc(CCCCc2ccccc2)o1)N1CCN(CCO)CC1	-12%	-29%	3	11%	4%	-4%	-2%	1%	-2%
O=C(Cc1ccsc1)NCC(=O)Nc1ccccc1Br	-12%	x	-13	-8%	x	-5%	26%	9%	1%
CCCCCn1c(CNC(=O)CCC)nc2ccccc21	-4%	-1%	2	-16%	4%	1%	11%[57.4 µM]	4%	11%
COc1ccc(C(C)NC(=O)c2ccccc2Cl)cc1OC (centres undefined)	-4%	-11%	-1	-5%	8%	-18%	10%	6%	-2%
COc1ccccc1CN1CC(C(=O)N(C)Cc2ccncc2C)CCC1=O (centres undefined)	-2%	13%	-5	-28%	0%	24%	x	10%	2%
O=C(c1cc(-c2cccs2)on1)N1CCCCC1	-13%	-6%	-2	-11%	-13%	-12%	14%	-3%	-3%
O=C(NCc1ccc(Cl)cc1)c1cnc2sc(N3CCOCC3)nn2c1=O	-3%	0%	-5	-7%	-6%	15%	-1%	x	-3%
CC(=O)N1CSCC1C(=O)NNS(=O)(=O)c1cccc(C(F)(F)F)c1 (centres undefined)	-11%	-3%	-6	-3%	9%	10%	14%	u	0%
COc1ccccc1N1CCN(CCC(=O)Nc2cccc(Cl)c2)CC1	3%	-8%	-1	-8%	-1%	3%	10%	19%	11%
Cc1ccc(C)c(S(=O)(=O)NCC(=O)NCc2ccco2)c1	0%	2%	-3	-8%	5%	-20%	-19%	-3%	-22%
Cc1ccc(NC(=O)Nc2ccc3snnc3c2)cc1C	-11%	32%	-7	-16%	-3%	5%	-7%	x	1%
COC(=O)C1=C(C(=O)OC)[C@@H]2N(Cc3ccccc3)c3ccccc3[C@@]23C[C@@H](C(=O)OC)N(C(=O)COCc2ccccc2)C3=N1	-1%	-12%	5	-16%	u	1%	x	12%[12.4 µM]	-6%
